RXFP1 ag: agonists of human relaxin receptor RXFP1 | 370,000 compounds, 0.3% hits | Potency, µM (titrated, usually from 57.5 µM), for the others: at the top dose activation, hits mostly activators | AID 2676 | Q9HBX9 | HEK293T-RXFP1 cAMP TR-FRET, 30 min; response scale: percent of porcine relaxin response, buffer zero; also: potency is read from the fitted curve at half-maximal effect; % is scaled to controls: 0 for no effect and ±100 for the full control effect; nearly all actives have a fitted effect of over 60% in size; many of its hits are not listed in these tables
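Agonist response is measured as cAMP accumulation in an RXFP1-transfected HEK293T line under PDE4 inhibition. Values are scaled between buffer-only and 29 nM porcine relaxin, and EC50s come from standard Hill equation fits.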
Vif-A3F inh: blocks the Vif interaction with APOBEC3F; AID 602313; Potency, µM (top dose mostly 46.1 µM), without a hit: at the top dose activity, negative = active; 390,000 compounds, 0.2% hits; HeLa A3F-eYFP + Vif (tagged APOBEC3F with the HIV-1 protein that degrades it), YFP fluorescence increase; also: potency is read from the fitted curve at half-maximal effect; % of control where 0% means no effect; nearly all actives have a fitted effect of over 65% in size
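HeLa cells stably expressing A3F-eYFP plus Vif, plated and incubated overnight at 37 deg C, then exposed to compounds overnight at 37 deg C. Blocked degradation read as raised yellow fluorescence (Ex 488/Em 500-530).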
D1 PAM: human D1 dopamine receptor positive modulation; HEK293 TREx D1 cells, calcium flux, dopamine EC20 potentiation; 360,000 compounds, 0.036% hits; potentiation, % at 10 µM; AID 504651; in the data active = potentiation above about 30%; also: 0% is about no effect
Target sequence (P21728 whole entry, looked up): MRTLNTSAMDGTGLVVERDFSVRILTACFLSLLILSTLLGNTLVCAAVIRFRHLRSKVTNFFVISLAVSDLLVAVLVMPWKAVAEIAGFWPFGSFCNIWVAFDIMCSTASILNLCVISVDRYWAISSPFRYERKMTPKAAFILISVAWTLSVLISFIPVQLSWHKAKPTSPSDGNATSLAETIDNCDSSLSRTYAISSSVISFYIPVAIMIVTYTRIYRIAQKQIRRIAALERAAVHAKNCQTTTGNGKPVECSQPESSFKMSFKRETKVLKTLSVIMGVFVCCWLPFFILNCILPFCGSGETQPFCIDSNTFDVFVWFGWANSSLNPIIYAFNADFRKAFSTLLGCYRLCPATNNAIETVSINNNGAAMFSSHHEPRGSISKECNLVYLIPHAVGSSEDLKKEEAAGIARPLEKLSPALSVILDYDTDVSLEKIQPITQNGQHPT
GRP78 ERSR act: inducers of ER stress response in human glioma cells; U87-MG GRP78 promoter luciferase reporter, 16 h; Potency, µM, without a hit: at the highest dose activation, actives largely listed as activators; 420,000 compounds, 0.02% hits; AID 602332; also: potency is read from the fitted curve at half-maximal effect; series mostly up to about 76 µM; % of control where 0% means no effect; nearly all actives have a fitted effect of over 35% in size
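ERSR induction read as luciferase luminescence (Bright-Glo, 10 min at room temperature) in stably transfected human U87-MG glioma cells exposed to compounds for 16 h, using GRP78 as sensor.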
D2 PAM: positively modulates the human D2 dopamine receptor allosterically; P14416; HEK293 T-REx D2, calcium flux, EC20 dopamine potentiation; potentiation, % at 10 µM; 340,000 compounds, 0.34% hits; AID 485347;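 active = potentiation over 3 SD above the plate norm, cut at about 30% in these data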; also: 0% is about no effect
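Calcium flux readout, no-wash dye, 1 read/s. Inducible HEK293 Trex D2 line, overnight 30 C. Compound alone 180 s (agonist flags), then EC20 dopamine, another 180 s to score potentiation.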
Vif-APOBEC3G blk: blocks the Vif interaction with human APOBEC3G | Q9HC16 | HeLa A3G-eYFP + Vif (tagged APOBEC3G with the HIV-1 protein that degrades it), YFP fluorescence, overnight | Potency, µM (series often up to 46.1 µM), for inactives: at the top dose activity, negative = active, usual class: inhibitors | 410,000 compounds, 0.076% hits | AID 602310;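 also: potency is read from the fitted curve at half-maximal effect; % is scaled to controls: 0 for no effect and ±100 for the full control effect; nearly all actives have a fitted effect of over 60% in size; hits raise eYFP signal because A3G escapes Vif-driven loss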
Target sequence (Q9HC16 whole entry, looked up): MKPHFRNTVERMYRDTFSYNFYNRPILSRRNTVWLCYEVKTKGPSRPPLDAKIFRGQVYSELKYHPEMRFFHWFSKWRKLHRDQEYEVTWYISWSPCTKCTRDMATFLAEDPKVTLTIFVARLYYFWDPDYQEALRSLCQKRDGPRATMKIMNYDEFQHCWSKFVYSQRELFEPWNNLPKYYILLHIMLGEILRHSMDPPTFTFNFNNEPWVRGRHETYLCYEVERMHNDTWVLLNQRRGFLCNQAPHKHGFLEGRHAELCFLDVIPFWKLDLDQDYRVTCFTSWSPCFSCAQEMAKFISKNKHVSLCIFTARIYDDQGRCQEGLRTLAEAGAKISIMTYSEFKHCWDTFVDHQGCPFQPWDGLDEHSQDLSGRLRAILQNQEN
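Read-out is eYFP fluorescence (Ex 488/Em 500-530) from Vif-expressing HeLa A3G-eYFP cells; more signal means A3G escaped Vif-mediated degradation. Cells plated overnight, compound pinned in, incubated overnight at 37 deg C.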
RXFP1 antag: blocks the human relaxin receptor RXFP1. activity change, negative = inhibition, % at 57.5 µM. HEK293-RXFP1, relaxin-stimulated cAMP HTRF, 30 min; active compounds read low. 350,000 compounds, 0.59% hits. Q9HBX9;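 active = activity change of -60% or lower, but not beyond a set lower limit; inconclusive = change between -60% and -40%, or beyond the set limit; inactive = change above -40%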; also: % is scaled to controls: 0 for no effect and ±100 for the full control effect
D1 antagonist: human D1 dopamine receptor antagonism; P21728; HEK293 TREx D1 cells, calcium flux, dopamine EC80; active compounds read low; activity change, negative = inhibition, % at 10 µM; 360,000 compounds, 3.2% hits; AID 504652; in the data active = activity change below about -30%; also: % is scaled to controls: 0 for no effect and ±100 for the full control effect
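Calcium flux readout: force-coupled, inducible Hek293 Trex D1 line, cells induced overnight at 30 C with tetracycline, dye-loaded 30–90 min at RT. Antagonism scored against EC80 dopamine challenge given 180 s after compound.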
D1 agonist: activates the human D1 dopamine receptor; P21728; HEK293 T-REx D1 cells, calcium flux, agonist mode; activation, % at 2 µM; 360,000 compounds, 1% hits; AID 504660; in the data active = activation above about 30%; also: 0% is about no effect
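Tetracycline-induced HEK293 TREx D1 cells, force-coupled to calcium signalling, were dye-loaded with a no-wash calcium kit. Compound was pin-added after a 10 s baseline. Fluorescence was read kinetically at 1 cycle/s for 180 s, with calcium rises flagged as agonism.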
Active calls of the source: *; ? = inconclusive; . = not tested or not shown; & = joins results of further samples. Unless noted, calls follow the shape of the dose curve; as a rule, active = well fitted curve in the direction sought with a large enough effect; inconclusive = small, poorly fitted or top-dose-only effect, or another doubt; inactive = no such curve, though single readings can be large; an effect the other way counts as inactive or inconclusive. A portion of the library, so the mix of outcomes need not match the whole.

SMILES | RXFP1 ag | Vif-A3F inh | D1 PAM | GRP78 ERSR act | D2 PAM | Vif-APOBEC3G blk | RXFP1 antag | D1 antagonist | D1 agonist
C=CCn1c(SCC(=O)Nc2nc(C)cs2)nnc1C(C)NC(=O)c1ccccc1Cl (stereo not drawn) | 1.3% | 0% | 9 | -4% | -1 | 0% | -1 | 6 | 1
CCOc1ccc(S(=O)(=O)N2CCCCC2)cc1NC(=O)c1cccnc1OCC | . | -12% | . | -3% | . | 3% | -9 | . | .
Cc1ccc(OCC(=O)N/N=C\c2cccs2)c([N+](=O)[O-])c1 | -0.3% | -5% | -1 | 8% | -1 | 6% | -12 | 6 | 2
COc1ccc(CNCc2ccncc2)cc1OC | -0.7% | 10% | -2 | -3% | -1 | 0% | -5 | -7 | 1
CCc1nn2c(=O)cc(COc3ccc(NC(=O)c4ccco4)cc3)nc2s1 | 13% | 0% | -6 | -3% | -6 | 5% | 2 | 10 | 4
CCc1ccc(NC(=O)[C@H](C)NC(=O)C2CCN(C(=O)[C@@H](N)Cc3ccccc3)CC2)cc1 | -0.1% | 1% | 0 | -5% | 14 | 0% | -7 | 10 | 0
CCc1ccc(C(C)NC(=O)/C=C/c2ccc(Br)cc2)cc1 (stereo not drawn) | 1.9% | -1% | -9 | -2% | . | -7% | -12 | -2 | 15
COc1ccc(C(=O)Nn2c(C3CCC3)nc3ccccc3c2=O)c(OC)c1 | -0.7% | -2% | 3 | -2% | -1 | 0% | -12 | 1 | 0
CC(=O)Nc1ccc(C(=O)OCC(=O)N2CCCC2)cc1 | -1.0% | ? | -7 | -1% | -1 | 0% | -13 | -2 | 3
Cc1ccc(C(=O)/C=C/Nc2ccc(S(=O)(=O)Nc3cc(C)nc(C)n3)cc2)cc1 | 2.6% | 1% | -3 | 2% | -19 | -4% | -12 | -57* | 8
Cn1c(N)c(C#N)c2c(c1=S)COC(C)(C)C2 | -0.8% | -6% | -1 | -3% | 9 | -2% | . | 10 | 0
CC1(c2ccccc2)NC(=O)N(CC(=O)Nc2ccc(C(N)=O)cc2)C1=O (stereo not drawn) | -2.7% | 6% | 16 | 1% | -3 | 2% | -5 | -11 | 1
CCOc1cc(NC(=O)C2CCCCC2)c(OCC)cc1NC(=O)c1ccco1 | 0.0% | -7% | -3 | -4% | 12 | 1% | -5 | 3 | 3
CC1CCN(CCCCOc2ccc(C(=O)c3ccccc3)cc2)CC1 | 0.0% | -6% | -9 | -7% | -20 | 6% | 1 | -14 | 21
O=C(CSCc1ccc(C(=O)O)cc1)Nc1ccccc1 | -0.1% | -19% | -1 | -3% | -7 | -6% | -11 | -30 | 5
CS(=O)(=O)N(CC(=O)Nc1cc(Cl)ccc1Cl)c1ccccc1 | 2.1% | -15% | -4 | 1% | 19 | 5% | -21 | -12 | 2
Cc1cc(C)cc(N(C(=O)c2snc(C(N)=O)c2N)C(C(=O)NCC2CCCO2)c2ccc(C)o2)c1 (stereo not drawn) | 0.4% | -7% | 0 | -5% | -4 | -3% | -61* | 8 | 0
Cc1cc(C)c(NC(=O)CNC(=O)c2ccccc2SCC(=O)N2CCCC2)c(C)c1 | 0.4% | 0% | 5 | -2% | -1 | 2% | 2 | -4 | 0
COC(=O)c1cccc(Cn2cc([N+](=O)[O-])cn2)c1 | -0.6% | . | 1 | . | -9 | . | . | -10 | 5
O=C(Nc1ccccc1C(=O)NCc1ccccc1)c1ccco1 | 1.4% | 2% | 0 | 5% | . | 3% | 8 | -2 | 1
O=C(Nc1ccc(OC(F)(F)F)cc1)c1n[nH]c(Cn2cncn2)n1 | 1.0% | -6% | -3 | -2% | 8 | 0% | -7 | -15 | 4
CCCC(=O)Nc1ccc(-c2csc(NNC(C)=O)n2)cc1 | 1.8% | 18% | -8 | -1% | 20 | 2% | -33 | -10 | 4
CCn1cc(C(=O)Nc2ccccc2C(=O)OC)c(=O)c2ccc(C)nc21 | -0.7% | . | -14 | . | 3 | . | . | 0 | 4
CC(C)(C)NCCOc1ccc(Br)cc1 | 0.2% | -2% | -3 | -4% | . | -1% | 2 | 2 | 6
O=C(CN1CCN(Cc2ccccc2)CC1)Nc1ccc(S(=O)(=O)N2CCOCC2)cc1 | 0.4% | -2% | -1 | -4% | -5 | -5% | 8 | 6 | 4
Cc1c(O)ccc(NS(=O)(=O)c2ccccc2)c1C | -0.7% | -9% | -4 | 5% | 10 | -2% | 9 | -36* | 1
COc1cc(C(=O)NCc2nnc(SCC(=O)N3CCCc4ccccc43)o2)cc(OC)c1OC | -0.1% | -4% | 1 | 7% | 5 | 8% | -9 | -23 | 6
CCSC1=NSC2=NC(=O)/C(=C\c3coc4ccccc4c3=O)C(=N)N12 | 4.4% | 25µM* | 4 | 6% | -7 | ? | -32 | -43* | 325*
COc1cccc(CNC(=O)CN2C(=O)COc3ccc(S(=O)(=O)N4CCCCCC4)cc32)c1 | -0.9%&1.9% | -4%&0% | -2&-4 | -6%&-1% | 7&3 | 4%&-6% | 12&4 | 41&2 | 2&2
Cc1oc(-c2ccc(Cl)cc2)nc1CS(=O)CC(=O)NC(C)c1ccccc1 (stereo not drawn) | 1.7% | -2% | 3 | -2% | -3 | 0% | -7 | 8 | -1
Cc1c(C(=O)NCc2ccc3c(c2)OCO3)oc2ccc(S(=O)(=O)N3CCC(C)CC3)cc12 | -1.4% | . | -5 | -4% | 4 | 2% | -3 | 0 | 4
CCCCNC(=S)Nc1ccc2nc(N3CCN(CC)CC3)cc(C)c2c1 | 2.6% | 8% | -15 | 7% | 5 | 1% | 11 | 0 | 2
CCC(=O)Nc1ccc(C2C(=O)c3ccccc3C2=O)cc1 | 0.7% | 15% | 0 | -3% | 6 | -13% | 1 | -6 | 6
COc1ccc(CNC(=O)C(C#N)c2nc3ccccc3nc2N2CCN(C)CC2)cc1 (stereo not drawn) | 0.7% | -6% | -6 | -3% | -10 | 2% | 0 | 9 | 12
COc1ccccc1N1CCN(C(=O)c2ccc(-c3ccccc3)cc2)CC1 | 0.0% | -1% | -7 | 1% | -3 | 5% | -7 | -3 | 2
NC(N)=Nc1nc2ccc(Cl)cc2c(=O)[nH]1 | 4.7% | 5% | 11 | -3% | 3 | 0% | 16 | -2 | 2
O=C(Cc1ccccc1)N1CCNCC1 | 1.0% | -11% | 0 | -2% | -7 | 4% | 2 | -7 | 6
NC(=O)Cc1ccc(Nc2nnc(-c3ccc(O)cc3)c3ccccc23)cc1 | 2.1% | -5% | 2 | -3% | 3 | -8% | -6 | -9 | 1
CCc1ccc(N(C(=O)CCC(=O)Nc2cc(C)on2)C(C(=O)NC(C)(C)C)c2ccc(OC)cc2)cc1 (stereo not drawn) | 0.1% | 1% | -13 | -4% | 11 | 2% | -17 | 15 | 4
CCOC(=O)c1c(CSc2ccccc2)n(C)c2cc(Br)c(OC)c(O)c12 | -1.5% | 2% | -8 | -2% | 6 | 1% | -6 | 6 | 2
O=C(Cc1ccc(-n2cccc2)cc1)N1CCN(c2ccccc2F)CC1 | 0.1% | 3% | 4 | -6% | 6 | 4% | -12 | -18 | 4
COc1ccc(N2CC(NC(=O)C3CCCCC3)CC2=O)cc1OC (stereo not drawn) | -0.1% | -11% | 0 | -2% | -12 | -6% | . | . | 2
COCCN1CC(=O)N(c2cccc(C)c2C)C(c2ccc(Cl)cc2)C1=O (stereo not drawn) | 1.2% | 1% | -2 | 0% | 17 | -1% | -5 | 2 | 2
O=C(Nc1c(C(=O)N2CCOCC2)cnn1-c1ccccc1)c1ccc([N+](=O)[O-])cc1 | -0.6% | 8% | 7 | -3% | 2 | -5% | -4 | -4 | 2
N#Cc1cccn1-c1nccc(-c2cccs2)n1 | 4.2% | ? | -3 | 3% | 3 | ? | 6 | 27 | 0
CCC(=O)Nc1cccc(OCc2cc(=O)n3cc(C)ccc3n2)c1 | 16% | -2% | 4 | -3% | 14 | -1% | 3 | -19 | 2
COc1cc2c(cc1OC)C(C)N(C(=O)Nc1ccc(F)cc1)CC2 (stereo not drawn) | 0.0% | -15% | -6 | -6% | -1 | -32% | 13 | 3 | 1
COc1ccc2cc(N=Cc3nc(-c4ccc(C)cc4)oc3O)cnc2c1 | 0.9% | 13% | -1 | -4% | -3 | 0% | -1 | 6 | 4
CCCCN(C(=O)c1cccc(-n2cccc2)c1)c1c(N)n(CCC)c(=O)[nH]c1=O | 0.3% | -5% | -3 | -3% | 5 | 0% | 1 | -8 | 2
Cc1ccc(-n2c3nc(=O)[nH]c(=O)c-3cc3cc([N+](=O)[O-])ccc32)cc1 | -0.1% | -3% | -4 | -3% | -2 | -12% | -22 | -6 | 2
CC(=O)N1N=C(c2cccc(NS(C)(=O)=O)c2)CC1c1cccs1 (stereo not drawn) | 0.4% | -22% | 3 | 3% | -2 | -3% | 3 | -8 | 0
Cc1ccc(CNC(=O)C23CN(Cc4ccccc4)CC2C(c2ccc([N+](=O)[O-])cc2)=NO3)cc1 (stereo not drawn) | 0.8% | 4% | -5 | -5% | 8 | 3% | . | 9 | 0
Cc1ccc(NC(=O)Cn2c(=O)n(CCCCCC(=O)NCc3ccc(F)cc3)c(=O)c3sccc32)cc1C | ? | . | 0 | . | -11 | . | 5 | 0 | 5
FC(F)(F)c1cccc(NC(=S)N2CCCCCC2)c1 | -1.9% | 1% | -9 | 1% | 6 | -1% | 2 | -4 | 10
Cc1cccc(Cn2c(C)c(C)c3cc(C(=O)NCc4ccco4)ccc32)c1 | -0.5% | -8% | -2 | -3% | 2 | -22% | -19 | -13 | 3
CCOc1ccc(C(=O)OCCCN(C)C)cc1 | -0.2% | -10% | 4 | -1% | 11 | 1% | -1 | -4 | 4
CCOc1ccc(N(CCC#N)S(=O)(=O)c2ccc(OC)cc2)cc1 | 4.1% | -14% | -4 | -2% | 16 | -20% | 12 | -12 | 6
